PTAP-TSG101 blk: blocks PTAP binding to human TSG101, validation | Q99816 | Fluorescence polarization, FITC-PTAP peptide/Tsg101, 20 min | Potency, µM (highest dose often 115 µM), without a hit: at the top dose activity change, negative = inhibition, actives largely listed as inhibitors | 44,000 tested, under 10 active; note: potency is the fitted concentration of half-maximal effect; 0% is about no effect
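Fluorescence polarization: Tsg101 binding domain (10 uM final) in 10 mM HEPES pH 7.5, 0.15 M NaCl, 0.01% Tween 20, 3 mM EDTA, 0.1 mM TCEP; compounds pinned; FITC-PTAP peptide 50 nM final; 20 min, r.t.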
NTMT1 inh: inhibitors of human N-terminal methyltransferase NTMT1 | Q9BV86 | NTMT1 MTase-Glo SAH luminescence, purified enzyme | Potency, µM (series often up to 114 µM), without a hit: at the highest dose activity change, negative = inhibition, hits mostly inhibitors | 2.5% of 59,000 active;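 note: potency is the fitted concentration of half-maximal effect; plate controls were DMSO vehicle for no effect and no enzyme for full effect; nearly all actives have a fitted effect of over 65% in size; many of its hits are not listed in these tables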
Target sequence (Q9BV86 whole entry, looked up): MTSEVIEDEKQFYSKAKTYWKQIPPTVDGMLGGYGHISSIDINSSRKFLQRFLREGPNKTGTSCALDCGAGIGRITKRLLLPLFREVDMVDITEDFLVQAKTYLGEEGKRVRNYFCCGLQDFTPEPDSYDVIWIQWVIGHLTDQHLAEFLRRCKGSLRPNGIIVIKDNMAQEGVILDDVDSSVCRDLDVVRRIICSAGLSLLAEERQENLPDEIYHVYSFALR
FH mod: Identification of activators of human fumarate hydratase by quantitative high-throughput screening; Potency, µM (titrated, usually from 79.9 µM), without a hit: top-dose activity change, negative = inhibition, hits mostly inhibitors; FH coupled MDH/diaphorase resazurin fluorescence, 15 min; 0.22% of 54,000 active; note: potency is the fitted concentration of half-maximal effect; % is set by controls: 0 for no effect and ±100 for the full control effect; the screen sought activators but most active calls are inhibition curves; nearly all actives have a fitted effect of over 45% in size
Target sequence (P07954 whole entry, looked up): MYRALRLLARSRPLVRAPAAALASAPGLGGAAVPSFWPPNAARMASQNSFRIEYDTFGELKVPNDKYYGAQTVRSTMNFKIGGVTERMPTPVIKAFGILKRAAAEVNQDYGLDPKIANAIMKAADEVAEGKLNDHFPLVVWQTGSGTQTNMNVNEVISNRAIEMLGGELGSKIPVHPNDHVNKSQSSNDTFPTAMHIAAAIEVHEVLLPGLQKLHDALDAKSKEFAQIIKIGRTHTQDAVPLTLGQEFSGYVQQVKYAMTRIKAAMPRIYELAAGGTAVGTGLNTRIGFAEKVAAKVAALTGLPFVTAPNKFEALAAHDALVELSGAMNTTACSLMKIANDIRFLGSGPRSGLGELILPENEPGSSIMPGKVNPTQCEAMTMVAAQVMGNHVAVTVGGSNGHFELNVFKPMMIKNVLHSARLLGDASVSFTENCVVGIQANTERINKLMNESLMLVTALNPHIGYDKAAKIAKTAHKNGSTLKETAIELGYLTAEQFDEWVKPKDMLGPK
p53null 32C kill: kills p53 null cells at the permissive temperature | H1299-neo p53 null cells, ATP luminescence, 24 h, 32C | Potency, µM (series often up to 46.1 µM), for inactives: top-dose activity change, negative = cytotoxicity, most hits filed as cytotoxic | 0.62% of 55,000 active;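 note: potency is the fitted concentration of half-maximal effect; 0% = DMSO only and -100% = full killing by 100 µM tamoxifen; nearly all actives have a fitted effect of over 55% in size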
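Cells lacking p53 (H1299-neo) are plated at 600 per well and allowed to settle overnight at 37C. Test compounds (up to 46 uM) are added and held 24 hours at 32C, then ATP is quantified by luminescence.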
p53null 39C kill: kills p53 null cells at the nonpermissive temperature | Potency, µM (titrated, usually from 46.1 µM), for inactives: at the top dose activity, negative = cell killing, hits mostly cytotoxic | H1299 p53-null (neo) cells, 39C, ATPlite viability, 24 h | 0.97% of 55,000 active;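 note: potency is the fitted concentration of half-maximal effect; 0% = DMSO only and -100% = full killing by 100 µM tamoxifen; nearly all actives have a fitted effect of over 50% in size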
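ATP-luminescence viability readout (ATPlite, 20 min RT) after 24 hr compound treatment at 39C of H1299-neo or H1299-p53A138V cells; titration up to 46 uM; normalized to DMSO and 100 uM tamoxifen; Hill-fit AC50.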
GALK inhibitor: inhibits human galactokinase; recombinant GALK, Kinase-Glo ATP luminescence, 1 h; Potency, µM (series often up to 57.5 µM), for the others: top-dose activity, negative = inhibition, hits mostly inhibitors; 44,000 tested, under 10 active; AID 1347072;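 note: plate controls were full GALK reaction for no effect and reaction lacking GALK for full effect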
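Luminescent ATP-depletion readout (Kinase-Glo Plus) after 1 h room-temperature incubation of human GALK (5 nM) with galactose 100 µM and ATP 35 µM, pH 8.0 HEPES/Mg2+ buffer; compounds tested in qHTS format.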
B2AR arrestin ag: beta-arrestin recruitment by human beta2-adrenergic receptor ligands. 44,000 tested, under 10 active. HTLA Tango cells, beta-arrestin recruitment, luciferase luminescence, 18 h. Potency, µM (highest dose often 46.1 µM), for the others: top-dose activation, actives largely listed as activators. P07550. AID 1347077;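 note: potency is the fitted concentration of half-maximal effect; 0% = DMSO and full agonism = EC100 isoproterenol or metaproterenol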
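Receptor–beta-arrestin recruitment read by tTA-responsive luciferase: compound titrations (up to 46 µM) incubated 18 h with Tango cells, then luminescent substrate 15 min at room temperature. Concentration-response fits classified by r2, efficacy and activity.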
Starred values were filed as active, the others as inactive; [ ] = another dose, or the depositor's remark. Calls come from the whole dose curve; as a rule, active = well fitted curve in the direction sought with a large enough effect; inconclusive = small, poorly fitted or top-dose-only effect, or another doubt; inactive = no such curve, though single readings can be large; an effect the other way counts as inactive or inconclusive.

`Cc1cccc(C)c1NC(=O)Cn1cc(S(=O)(=O)Cc2ccc(F)cc2)c2ccccc21` gave PTAP-TSG101 blk 6.9%, NTMT1 inh inconclusive, FH mod -3.2%, p53null 32C kill -1.3%, p53null 39C kill -23.0%, GALK inhibitor 3.9% and B2AR arrestin ag -0.4%.
CCc1ccc(C(=O)c2cn(CC(=O)Nc3ccc(OC)cc3)c3cc4c(cc3c2=O)OCCO4)cc1 was read as PTAP-TSG101 blk 0.6%, NTMT1 inh -0.7%, FH mod -0.6%, p53null 32C kill -3.1%, p53null 39C kill -7.2%, GALK inhibitor 1.1% and B2AR arrestin ag 0.4%.
Cc1ccc(S(=O)(=O)NCCc2nnc3ccc(SCc4ccc(F)cc4)nn23)cc1 was read as PTAP-TSG101 blk -6.0%, NTMT1 inh -17.1%, FH mod -14.4%, p53null 32C kill 3.6%, p53null 39C kill -21.5%, GALK inhibitor 0.1% and B2AR arrestin ag -0.1%.
COc1ccc(Cl)cc1NC(=O)CSc1nnc(C)n2c1cc1sccc12 was read as PTAP-TSG101 blk 0.5%, NTMT1 inh -7.5%, FH mod -4.6%, p53null 32C kill 0.0%, p53null 39C kill -7.8%, GALK inhibitor 1.4% and B2AR arrestin ag -0.5%.
Screening CC(C)Oc1ccc(C(=O)N(Cc2ccc(N(C)C)cc2)Cc2ccco2)cc1 returned PTAP-TSG101 blk -3.7%, NTMT1 inh -4.2%, FH mod -20.2%, p53null 32C kill 25.4%, p53null 39C kill 33.5%[activator], GALK inhibitor 0.0% and B2AR arrestin ag 0.0%.
For COc1ccc(-c2nc(SCC(=O)NC3CCCC3)c(-c3ccc(F)cc3)[nH]2)cc1 the results were PTAP-TSG101 blk -0.6%, NTMT1 inh 13.0%, FH mod -12.9%, p53null 32C kill -10.6%, p53null 39C kill 10.0%, GALK inhibitor -4.3% and B2AR arrestin ag -1.1%.
CCOc1ccc(N2CC(NC(=O)Cc3cccs3)CC2=O)cc1 (configuration not stated) was read as PTAP-TSG101 blk 1.8%, NTMT1 inh 8.3%, FH mod 4.5%, p53null 32C kill -7.4%, p53null 39C kill 14.3%, GALK inhibitor 1.4% and B2AR arrestin ag -3.5%.
`CCOC(=O)c1ccc(N2C(=O)c3n[nH]c(-c4ccco4)c3C2c2ccc(C)cc2)cc1` (configuration not stated) gave PTAP-TSG101 blk -4.0%, NTMT1 inh -2.0%, FH mod inconclusive, p53null 32C kill 59.0%[activator], p53null 39C kill inconclusive, GALK inhibitor 4.6% and B2AR arrestin ag -2.4%.
`COc1ccc(C(=O)N=c2sc3cc(Cl)ccc3n2C)cc1` gave PTAP-TSG101 blk 0.1%, NTMT1 inh -0.3%, FH mod -0.1%, p53null 32C kill -13.9%, p53null 39C kill -8.1%, GALK inhibitor -2.4% and B2AR arrestin ag 0.3%.
Screening COc1ccc(CC(=O)NCCS(=O)(=O)N2CCN(c3ccccc3F)CC2)cc1OC returned PTAP-TSG101 blk 2.6%, NTMT1 inh -4.0%, FH mod 20.9%, p53null 32C kill -5.8%, p53null 39C kill 6.3%, GALK inhibitor -0.5% and B2AR arrestin ag -0.3%.

Reprinted at random: two records from the list, in no set order.
COc1ccc(Cl)cc1NC(=O)CSc1nnc(C)n2c1cc1sccc12 was read as PTAP-TSG101 blk 0.5%, NTMT1 inh -7.5%, FH mod -4.6%, p53null 32C kill 0.0%, p53null 39C kill -7.8%, GALK inhibitor 1.4% and B2AR arrestin ag -0.5%.
CCOc1ccc(N2CC(NC(=O)Cc3cccs3)CC2=O)cc1 (configuration not stated) was read as PTAP-TSG101 blk 1.8%, NTMT1 inh 8.3%, FH mod 4.5%, p53null 32C kill -7.4%, p53null 39C kill 14.3%, GALK inhibitor 1.4% and B2AR arrestin ag -3.5%.

Going on with the list.
Screening COc1cc(O)ccc1-c1nc2ccc(Br)cn2c1Nc1ccccc1C returned PTAP-TSG101 blk 3.1%, NTMT1 inh -2.0%, FH mod inconclusive, p53null 32C kill inconclusive, p53null 39C kill 20µM*, GALK inhibitor -8.8% and B2AR arrestin ag 0.9%.
Screening COc1ccc(CCC(=O)NCCc2csc(-c3cccc(C)c3)n2)cc1 returned PTAP-TSG101 blk 0.1%, NTMT1 inh 1.6%, FH mod -7.6%, p53null 32C kill -3.0%, p53null 39C kill 12.0%, GALK inhibitor 0.8% and B2AR arrestin ag -0.8%.
For COc1cc(-c2nnc(SCC(=O)Oc3ccccc3Cl)o2)cc(OC)c1OC the results were PTAP-TSG101 blk -1.2%, NTMT1 inh 14.7%, FH mod -7.9%, p53null 32C kill -0.6%, p53null 39C kill -13.6%, GALK inhibitor -0.9% and B2AR arrestin ag -2.4%.
For COc1ccc(-c2nc3scc(CCNS(=O)(=O)c4ccccc4F)n3n2)cc1 the results were PTAP-TSG101 blk -2.3%, NTMT1 inh 6.1%, FH mod -9.9%, p53null 32C kill -7.5%, p53null 39C kill 8.3%, GALK inhibitor 2.7% and B2AR arrestin ag -2.9%.
CCN(Cc1ccccc1)S(=O)(=O)c1ccc(F)c(C(=O)Nc2cc(C)ccc2OC)c1 was read as PTAP-TSG101 blk -0.3%, NTMT1 inh -6.3%, FH mod 1.0%, p53null 32C kill -8.0%, p53null 39C kill 9.9%, GALK inhibitor 0.5% and B2AR arrestin ag 3.5%.
`CCOc1ccc(N2CC(NC(=O)C(=O)c3c[nH]c4ccccc34)CC2=O)cc1` (configuration not stated) gave PTAP-TSG101 blk 0.6%, NTMT1 inh 9.8%, FH mod 3.6%, p53null 32C kill -9.1%, p53null 39C kill 8.7%, GALK inhibitor 1.2% and B2AR arrestin ag -1.0%.
Screening Nc1nnc(SCC(=O)Nc2cccc(F)c2)s1 returned PTAP-TSG101 blk 0.2%, NTMT1 inh 8.9%, FH mod 3.7%, p53null 32C kill -0.6%, p53null 39C kill 3.5%, GALK inhibitor 2.2% and B2AR arrestin ag -0.4%.
COCCNC(=O)c1c(NC(=O)c2cc(=O)c3cc(Cl)ccc3o2)sc2c1CCCC2 was read as PTAP-TSG101 blk -10.0%, NTMT1 inh 10.1%, FH mod -0.3%, p53null 32C kill -2.3%, p53null 39C kill 3.6%, GALK inhibitor -1.0% and B2AR arrestin ag 0.3%.
`CCN1c2ccccc2-c2nc(SCC(=O)NCc3ccccc3)ncc2S1(=O)=O` gave PTAP-TSG101 blk 1.9%, NTMT1 inh -1.4%, FH mod 1.5%, p53null 32C kill -6.3%, p53null 39C kill -26.7%, GALK inhibitor 2.4% and B2AR arrestin ag -0.5%.
Screening Cc1ccc(NC(=O)N2CCN(c3nnc(C)c4c(C)n(-c5ccc(Cl)cc5)nc34)CC2)c(C)c1 returned PTAP-TSG101 blk 0.4%, NTMT1 inh 11.7%, FH mod -0.6%, p53null 32C kill -4.5%, p53null 39C kill -5.2%, GALK inhibitor -0.4% and B2AR arrestin ag 0.0%.
For Cc1ccccc1NC(=O)CSc1c(C(C)C)cnc2c1c(=O)n(C)c(=O)n2C the results were PTAP-TSG101 blk -3.3%, NTMT1 inh -13.6%, FH mod 2.6%, p53null 32C kill -11.7%, p53null 39C kill -8.8%, GALK inhibitor -0.2% and B2AR arrestin ag 0.9%.
O=C(COC(=O)CCCC1=NS(=O)(=O)c2ccccc2N1)Nc1ccc(Br)cc1 was read as PTAP-TSG101 blk -6.6%, NTMT1 inh -2.4%, FH mod -33.2%, p53null 32C kill -4.9%, p53null 39C kill 5.4%, GALK inhibitor -1.5% and B2AR arrestin ag -2.9%.
`CN1C(C(=O)Nc2cccc(O)c2)=CC(c2ccco2)=NS1(=O)=O` gave PTAP-TSG101 blk -1.9%, NTMT1 inh 6.1%, FH mod -0.9%, p53null 32C kill 1.1%, p53null 39C kill -18.7%, GALK inhibitor -12.9% and B2AR arrestin ag -2.4%.
`CCOc1cccc2cc(-c3nc4sc(C(=O)Nc5ccc(C)cc5)c(C)c4c(=O)[nH]3)c(=O)oc12` gave PTAP-TSG101 blk -0.6%, NTMT1 inh 9.7%, FH mod 2.2%, p53null 32C kill 4.8%, p53null 39C kill -5.7%, GALK inhibitor 1.9% and B2AR arrestin ag -0.7%.
For CC(C)Oc1ccc(CNC(=O)c2cnc3sc(N4CCCC4)nn3c2=O)cc1 the results were PTAP-TSG101 blk 0.2%, NTMT1 inh 5.1%, FH mod 9.5%, p53null 32C kill -1.0%, p53null 39C kill -6.3%, GALK inhibitor 1.2% and B2AR arrestin ag 0.1%.
O=C(CSc1nc(=O)[nH]c2c1CCCC2)Nc1ccc(Cl)c(Cl)c1 was read as PTAP-TSG101 blk -4.3%, NTMT1 inh 5.3%, FH mod -9.4%, p53null 32C kill 2.0%, p53null 39C kill 26.6%, GALK inhibitor -0.2% and B2AR arrestin ag 1.4%.
CCCn1cc(S(=O)(=O)c2ccc(C)cc2)c(=O)c2cc(OC)c(OC)cc21 was read as PTAP-TSG101 blk -4.2%, NTMT1 inh inconclusive, FH mod 3.8%, p53null 32C kill inconclusive, p53null 39C kill -2.9%, GALK inhibitor -0.7% and B2AR arrestin ag -1.1%.
`CCOc1cc(Br)c(C2C(C(=O)OC)=C(C)NC3=C2C(=O)c2ccccc23)cc1OCC` (configuration not stated) gave PTAP-TSG101 blk -4.4%, NTMT1 inh -5.7%, FH mod -14.5%, p53null 32C kill 19.5%, p53null 39C kill 21.5%, GALK inhibitor -0.2% and B2AR arrestin ag -1.6%.
Screening Cc1cc(C)cc(NC(=O)c2cc(S(=O)(=O)N3CCCCC3)c[nH]2)c1 returned PTAP-TSG101 blk 3.7%, NTMT1 inh 14.7%, FH mod 8.9%, p53null 32C kill 3.4%, p53null 39C kill -11.7%, GALK inhibitor 0.0% and B2AR arrestin ag -0.6%.
Screening Cc1nc(N2CCCC2)c2c(C(=O)Nc3cccc(Cl)c3C)c(C)oc2n1 returned PTAP-TSG101 blk 0.8%, NTMT1 inh -6.5%, FH mod 1.5%, p53null 32C kill 8.8%, p53null 39C kill -17.9%, GALK inhibitor 1.6% and B2AR arrestin ag 1.8%.
CCCn1cnc2cc(NC(=O)c3cc(OC)c(OC)c(OC)c3)ccc21 was read as PTAP-TSG101 blk -1.4%, NTMT1 inh -2.3%, FH mod 5.4%, p53null 32C kill -7.0%, p53null 39C kill inconclusive, GALK inhibitor 8.4% and B2AR arrestin ag 0.7%.
Screening CCOC(=O)c1c(C)[nH]c(C)c1S(=O)(=O)N1CCC(C(=O)N2CCN(c3cc(C)ccc3C)CC2)CC1 returned PTAP-TSG101 blk -4.1%, NTMT1 inh 3.9%, FH mod -37.0%, p53null 32C kill 19.6%, p53null 39C kill -14.5%, GALK inhibitor -1.0% and B2AR arrestin ag -0.6%.
`COc1ccc(C(=O)NCC(c2cccnc2)N2CCc3ccccc3C2)cc1OC` (configuration not stated) gave PTAP-TSG101 blk -0.5%, NTMT1 inh 9.6%, FH mod -54.5%, p53null 32C kill inconclusive, p53null 39C kill inconclusive, GALK inhibitor 2.4% and B2AR arrestin ag 2.1%.

Only part of the results is shown; rates above refer to the full screens.
